# SR-BI DiI-HDL act – enhances SR-BI lipid uptake from DiI-HDL; CHO ldlA[mSR-BI] cells, DiI-HDL uptake fluorescence, 3 h; 100 = double the neutral-control signal; activation, % at 12.5 µM; 0.096% of 320,000 active;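 active = mean replicate activation of at least 60% and every replicate at or above 60%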;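 also: 0% = median plate neutral-control signal and 100% = twice that signal; values of inactives mirror those of a sister screen read the other way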
#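 Assay system: CHO ldlA[mSR-BI] cells, LDL receptor-null, SR-BI overexpressing; medium: Ham's F12 with 0.5% BSA, HEPES 25 mM, pH 7.4; also added: DiI-HDL 10 µg/mL; timing: 3 h uptake period with compound, 37 °C; signal: DiI fluorescence, bottom read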
# Rtt109 Vps75 – inhibitors of Candida albicans Rtt109/Vps75 histone acetyltransferase; inhibition, % at 34.9 µM; 0.16% of 330,000 active; Q5AAJ8; purified Rtt109/Vps75, ThioGlo CoA-SH fluorescence, 4 h;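 active = inhibition of at least 50% in every replicate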
# Cardiac RTF inh – cardiac RTF calcium desensitization | P19429+P45379 | IANBD-labeled cardiac RTF, Ca2+ fluorescence | inhibition, % at 7.15 µM | 0.12% of 340,000 active;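 active = inhibition above the mean inhibition of all tested compounds plus 3 SD, cut at about 17% in these data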;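 also: assay run at fixed EC70 calcium of 1.6 mM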
# DAGLB inhibitor – blocks human DAGLB lipase activity; HEK293T DAGLB membrane lysate, EnzChek fluorogenic substrate; inhibition, % at 5.17 µM; 0.059% of 340,000 active; in the data active = inhibition above about 34%;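 also: 0% = enzyme with vehicle and 100% = wells lacking enzyme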
# Keap1 Nrf2 FP – disrupts human Keap1 binding to Nrf2 peptide; 0.15% of 340,000 active; Q14145; inhibition, % at 9.4 µM; Keap1 Kelch-Nrf2 peptide fluorescence polarization, 1536-well; in the data active = inhibition above about 12%;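 also: human Keap1 Kelch domain with fluorescein labeled Nrf2 9mer peptide probe; 0% = neutral control wells and 100% = peptide positive control; higher means more block of Keap1 binding to Nrf2 peptide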
# RTF Ca sens act – increases calcium sensitivity of human cardiac regulated thin filaments; P19429+P45379; IANBD-labeled TnC RTF fluorescence at EC20 calcium; 0% EC20 calcium, 100% full calcium; activation, % at 7.2 µM; 0.24% of 340,000 active;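 active = activation above the mean over all tested compounds plus 3 SD, cut at about 30% in these data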;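 also: rise in fluorescence read as greater calcium sensitivity of cardiac thin filaments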
# CAL PDZ FP-1 – human CAL PDZ-peptide interaction inhibition. Q9HD26. purified CAL PDZ, TMR-peptide fluorescence polarization, 1 h. inhibition, % at 20 µM. 0.02% of 330,000 active. AID 504414;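 active = highest replicate inhibition of at least 40%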;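 also: plate controls were DMSO neutral control wells for no effect and unlabeled competitor peptide control wells for full effect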
#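 material = purified tagged CAL PDZ domain construct (CerCALP) | buffer or medium = sodium phosphate/NaCl buffer pH 7.4 with TCEP, IgG, Thesit | reagent = TMR-labelled reporter peptide T*-PRC34 bound in PDZ groove | incubation = 1 h room-temperature incubation prior to read | measured by = fluorescence polarization (mP) | evaluation = percent inhibition from loss of millipolarization | control set = unlabelled peptide and DMSO controls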
# PKA-R2B activ – PKA-R2B complex activation | P22694+P31323 | 0.079% of 340,000 active | activation, % at 11.4 µM | AID 504700 | PKA-R2B holoenzyme dissociation, Cy5-IP20 fluorescence polarization; R2B truncated from residue 108, S112A mutant; 0% DMSO only, 100% 113 µM cGMP;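 active = activation above a cutoff set at the mean over all compounds plus 3 SD, cut at about 18% in these data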;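 also: higher means more holoenzyme dissociation and a rise in polarization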
# CAL PDZ FP-2 – CAL PDZ (human) peptide binding inhibition; 0.92% of 300,000 active; purified CAL PDZ, TMR-peptide fluorescence polarization, 1 h; inhibition, % at 24.9 µM; Q9HD26; AID 602252;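 active = mean inhibition of at least 30% with at least half of replicates also reaching 30%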;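 also: 0% = DMSO neutral control and 100% = excess unlabeled competitor peptide PRC23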
# C-LANA FP – KSHV C-LANA DNA binding inhibition; MBP-C-LANA/FAM-LBS DNA binding, fluorescence polarization; inhibition, % at 9 µM; 0.078% of 340,000 active; AID 504423;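 active = highest replicate inhibition at or above 60% at 9 µM, even if other replicates fall short; inactive = all replicates below 60% inhibition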;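 also: 0% = neutral control wells and 100% = 4 µM acridine orange control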
# Active calls of the source: *; / = not tested or not shown.
# Codes: A = SR-BI DiI-HDL act; B = Rtt109 Vps75; C = Cardiac RTF inh; D = DAGLB inhibitor; E = Keap1 Nrf2 FP; F = RTF Ca sens act; G = CAL PDZ FP-1; H = PKA-R2B activ; I = CAL PDZ FP-2; J = C-LANA FP
1) CC1CN(c2ccc(S(=O)(=O)N3CCOCC3)cn2)CC(C)O1 (stereo not drawn)
  A = 17	B = -1	C = -1	D = -2	E = -4	F = -2	G = -1.0	H = -8	I = -5	J = 0.5

2) Cc1cc(C)nc(NS(=O)(=O)c2ccc(N/C=C\C(=O)c3cccs3)cc2)n1
  A = -7	B = -12	C = -9	D = 2	E = 0	F = 5	G = -3.5	H = 6	I = -4	J = 1.4

3) O=C1CCN(Cc2cccnc2)CCN1[C@H](CO)c1ccccc1
  A = -1	B = -5	C = -9	D = 1	E = 1	F = -1	G = -0.7	H = 3	I = 1	J = 0.4

4) O=C(c1ccc(CS(=O)(=O)c2ccc(Br)cc2)o1)N1CCN(C2CCCCC2)CC1
  A = 27	B = -10	C = -5	D = -2	E = -5	F = 9	G = -0.8	H = 2	I = -5	J = 0.0

5) O=[N+]([O-])c1cc(/C=N/N/C(=N/c2ccccn2)c2ccccn2)ccc1O
  A = 7	B = /	C = -2	D = 2	E = -3	F = 4	G = -1.0	H = 3	I = 4	J = -1.7

6) COc1cccc(NC(=O)C2CC(=O)OC23CCOC(C)(C)C3)c1 (stereo not drawn)
  A = 1	B = 3	C = -19	D = 0	E = 0	F = 1	G = 1.3	H = -3	I = -3	J = -7.5

7) CC1CCN(S(=O)(=O)c2ccc3c(c2)oc(=O)n3C)CC1
  A = /	B = -6	C = 0	D = 2	E = 2	F = -2	G = -1.5	H = -12	I = -4	J = 0.1

8) Cc1cc(C)n(C(C)CC(=O)N2CCc3ccccc32)n1 (stereo not drawn)
  A = -6	B = -9	C = -7	D = -2	E = 2	F = 4	G = -2.1	H = -19	I = -1	J = 1.1

9) Cc1nc(-c2ccc(C(=O)Nc3ccc(F)cc3)cc2)cs1
  A = -10	B = -7	C = -6	D = -1	E = 2	F = 8	G = -0.3	H = -14	I = -2	J = 0.4

10) Cc1ccc2c(C)c(C(=O)N3CCCC(C(N)=O)C3)oc2c1C (stereo not drawn)
  A = 3	B = -4	C = 0	D = -1	E = -4	F = 1	G = -2.5	H = -4	I = 1	J = -0.5

11) CCOc1ccc(C2C(C(=O)OC)=C(C)N=C3SCCC(=O)N32)cc1OCC (stereo not drawn)
  A = 4	B = 8	C = 5	D = -3	E = 0	F = -4	G = /	H = -1	I = 1	J = -0.5

12) COc1ccc(OCCCC(=O)Nc2nc(-c3ccccn3)cs2)cc1
  A = -5	B = 2	C = 3	D = -1	E = 1	F = 0	G = -1.0	H = 2	I = /	J = 0.6

13) COC(=O)c1ccc([C@H]2CC(=O)O2)cc1
  A = 8	B = 9	C = -3	D = -1	E = -3	F = -8	G = -0.9	H = -11	I = -4	J = 2.8

14) CN1CCN(S(=O)(=O)c2cccc(C(=O)Nc3cc(C(F)(F)F)ccc3N3CCCC3)c2)CC1
  A = -10	B = -4	C = -19	D = 1	E = -2	F = -4	G = -0.4	H = 0	I = 1	J = -1.3

15) COc1ccccc1-c1n[nH]c(=S)n1Cc1ccccc1
  A = -7	B = -8	C = -2	D = 3	E = 2	F = -5	G = -0.6	H = 6	I = -8	J = 3.1

# Codes: A = SR-BI DiI-HDL act; B = Rtt109 Vps75; C = Cardiac RTF inh; D = DAGLB inhibitor; E = Keap1 Nrf2 FP; F = RTF Ca sens act; G = CAL PDZ FP-1; H = PKA-R2B activ; I = CAL PDZ FP-2; J = C-LANA FP
16) Cc1ccc(C(=O)Nc2ncc(Cc3ccc(SC(F)F)cc3)s2)cc1
  A = 9	B = 4	C = -7	D = 0	E = 2	F = 2	G = 0.8	H = 13	I = -1	J = 0.9

17) O=C(OCCN1CCCCC1)c1ccc(O)cc1
  A = 13	B = 9	C = -6	D = 1	E = -3	F = 8	G = -2.1	H = 1	I = /	J = 0.3

18) COc1c(O)ccc(/C=N\NC(=O)c2ccc3c(c2)OCO3)c1[N+](=O)[O-]
  A = -11	B = -8	C = 1	D = 1	E = -5	F = -2	G = 0.5	H = -3	I = /	J = -0.3

19) COc1ccc(-c2csc(-c3ccc(O)cc3)n2)cc1
  A = -47	B = -5	C = 6	D = -7	E = -1	F = -5	G = -0.2	H = 3	I = -6	J = 2.9

20) CC1CCN(C(=O)CNC(=O)CNC(=O)Cc2ccccc2)CC1
  A = 25	B = -9	C = -4	D = 1	E = -6	F = 1	G = -2.0	H = -2	I = 0	J = 0.2

21) CSCC[C@H](NS(=O)(=O)c1ccc(C)cc1)C(=O)N1CCC(C(=O)N[C@@H](Cc2ccccc2)C(=O)O)CC1
  A = 5	B = 3	C = -5	D = -3	E = 3	F = 1	G = 0.6	H = 0	I = 0	J = 1.9

22) Cc1ccccc1C(=O)Nc1ccc(Br)cn1
  A = -12	B = -1	C = 4	D = -2	E = -2	F = -4	G = -0.6	H = -5	I = -2	J = 2.1

23) CSc1ccc(S(=O)(=O)NCC(=O)OCC(=O)NCC2CCCO2)cc1[N+](=O)[O-] (stereo not drawn)
  A = 0	B = -7	C = -15	D = 0	E = -1	F = 0	G = -2.0	H = -6	I = -2	J = 0.4

24) COc1ccc(N(CC(=O)NCc2ccco2)S(=O)(=O)c2ccccc2)cc1
  A = 25	B = -6	C = 1	D = -2	E = -2	F = 2	G = -5.5	H = -5	I = -2	J = -2.3

25) CCn1c(COc2ccccc2)nnc1SCC(=O)CC(=O)Nc1ccccc1OC
  A = -5	B = 7	C = -1	D = 5	E = -9	F = 0	G = -0.7	H = -7	I = -2	J = -0.2

26) CCc1cccc(C)c1NS(=O)(=O)c1c(C)nc2sccn2c1=O
  A = 16	B = 0	C = -7	D = 0	E = 2	F = -2	G = -0.6	H = 2	I = /	J = 0.0

27) COc1ccc(C(=O)NCCCCCC(=O)O)cc1OC
  A = 14	B = -1	C = -9	D = -4	E = -2	F = -1	G = -2.0	H = -8	I = 0	J = 0.7

28) COc1ccc(S(=O)(=O)N2CCN(S(=O)(=O)c3ccc4c(c3)OCCO4)CC2)cc1C
  A = 9	B = 4	C = -2	D = 0	E = -9	F = 1	G = -2.2	H = 4	I = 1	J = 1.1

29) Cc1[nH]c2ccccc2c1/C=C/c1nc2ccccc2c(=O)[nH]1
  A = /	B = 4	C = -1	D = 2	E = -1	F = -4	G = 1.7	H = 0	I = 4	J = 1.4

30) Cc1ccc(NC(=O)CSCC(=O)OC(C)C(=O)Nc2ccccc2C)cc1 (stereo not drawn)
  A = 21	B = -10	C = -1	D = 0	E = -6	F = 2	G = -1.9	H = 2	I = -1	J = -0.8

# Codes: A = SR-BI DiI-HDL act; B = Rtt109 Vps75; C = Cardiac RTF inh; D = DAGLB inhibitor; E = Keap1 Nrf2 FP; F = RTF Ca sens act; G = CAL PDZ FP-1; H = PKA-R2B activ; I = CAL PDZ FP-2; J = C-LANA FP
31) O=C(CC1C(=O)NCCN1C(=O)Nc1ccc(F)cc1)Nc1cc(Cl)ccc1Cl (stereo not drawn)
  A = 10	B = -5	C = 0	D = -2	E = 2	F = -1	G = -1.4	H = 7	I = -4	J = -2.6

32) COc1ccc(C(=O)OCC(=O)NC(=O)NC2CCCC2)cc1[N+](=O)[O-]
  A = -8	B = 5	C = -5	D = 4	E = 5	F = 6	G = -0.7	H = -2	I = -3	J = 2.6

33) Cc1ccc(C(=O)N2CCN(c3ccccn3)CC2)cc1Cl
  A = 2	B = -13	C = -11	D = -12	E = 3	F = -2	G = -0.3	H = 7	I = 0	J = -0.1

34) O=C(O)COn1c(-c2ccc(Cl)cc2)nc2ccc(Cl)cc21
  A = -4	B = -1	C = -12	D = 4	E = 2	F = -7	G = -1.8	H = 2	I = -1	J = -1.1

35) COc1ccc(/C=N/NC(=O)c2nc(-c3ccccc3)n(-c3ccccc3)n2)c(O)c1
  A = -63	B = 21	C = 5	D = 8	E = -3	F = -3	G = -2.2	H = -10	I = -2	J = -0.4

36) Cc1nc2ccccc2c(-c2ccccc2)c1CC(=O)O
  A = 31	B = -5	C = -4	D = 1	E = -3	F = 10	G = 0.4	H = -10	I = -5	J = 0.2

37) Cc1ccc(S(=O)(=O)N(C)CC(=O)Nc2nc3ccccc3s2)cc1
  A = -3	B = -1	C = 9	D = -4	E = -2	F = -1	G = -0.6	H = -12	I = -3	J = 2.5

38) COc1ccc2c3c([nH]c2c1)C1CC2C(CC(O)C(OC)C2C(=O)O)CN1CC3 (stereo not drawn)
  A = -6	B = 0	C = -11	D = -1	E = -3	F = 14	G = 0.2	H = -1	I = -4	J = 17

39) CCOC(=O)N1CCN(C(=O)C2CCN(C(=O)c3ccc([N+](=O)[O-])cc3)CC2)CC1
  A = 8	B = -10	C = -6	D = 1	E = 2	F = -3	G = -0.5	H = 2	I = 77*	J = -1.2

40) O=[n+]1c2c(n([O-])c3cc(F)ccc31)CCCC2
  A = 12	B = -1	C = -1	D = 0	E = -3	F = -1	G = -0.8	H = -2	I = /	J = 0.8

41) Cc1ccc2c(c1)-c1c(cnn1CC(=O)N1CCCN(Cc3ccccc3F)C1)CO2
  A = 12	B = 22	C = -5	D = -6	E = 1	F = 10	G = -1.2	H = -9	I = /	J = -0.1

42) COc1cc(C2/C(=C(/O)c3ccc(F)cc3)C(=O)C(=O)N2CCCC(=O)O)ccc1O (stereo not drawn)
  A = 27	B = -1	C = -6	D = 2	E = 1	F = 7	G = /	H = 0	I = -5	J = -0.4

43) O=C(O)c1cccc(N2C(=O)CSC2c2c(F)cccc2Cl)c1 (stereo not drawn)
  A = 49	B = -4	C = -9	D = 1	E = 2	F = 2	G = 0.2	H = -10	I = -19	J = -0.5

44) N/C(=N\OC(=O)CSc1ccccc1)c1ccncc1
  A = 5	B = -19	C = 3	D = -4	E = 1	F = 6	G = -3.3	H = 15	I = -5	J = 1.6

# Compound activity from PubChem BioAssay.
